# MCF10A rerep: DNA re-replication induction in MCF 10a cells | MCF 10A DNA re-replication, Hoechst nuclear intensity, 48 h | Potency, µM (highest dose often 46.1 µM), for inactives: at the top dose activity, positive = re-replication, actives largely listed as activators | hit rate 2.9% among 350,000; note: % of control where 0% means no effect; nearly all actives have a fitted effect of over 50% in size
# ATXN viability: cell viability loss in ATXN counter-screen. S2 cells (HEK-293 line with an ATXN2-luciferase reporter) viability, CellTiter-Fluor protease fluorescence, 24 h. Potency, µM (top dose mostly 56.7 µM), hits mostly cytotoxic. hit rate 0.49% among 400,000. AID 651635; note: nearly all actives have a fitted effect of over 40% in size
# TGFb inhibitor: inhibitors of TGF-b signaling; Potency, µM (titrated, usually from 46.1 µM), without a hit: at the top dose activity, negative = inhibition, usual class: inhibitors; hit rate 1.2% among 410,000; HepG2 CAGA-GFP TGF-b/SMAD3 reporter, GFP fluorescence, 18 h; TGF-beta stimulated, 500 pg/mL final; note: % is set by controls: 0 for no effect and ±100 for the full control effect; nearly all actives have a fitted effect of over 65% in size
#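 Per well, imaged GFP fluorescence of HEPG2 CAGA-GFP cells gives the signal; cells get compound, then TGF-beta (500 pg/mL final), 18 h at 37 degrees C; %Activity versus -TGF-beta and +DMSO controls.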
# Nrf2 block: blocks Nrf2 signaling; Potency, µM (titrated, usually from 46 µM), inactives show top-dose activity change, negative = inhibition, hits mostly inhibitors; A549 ARE-Fluc reporter, luciferase luminescence, 18-24 h; AID 504444; hit rate 2.1% among 360,000; note: % is set by controls: 0 for no effect and ±100 for the full control effect; nearly all actives have a fitted effect of over 60% in size
#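 A549 ARE_Fluc cells (5000/well, 5% FBS OPTI-MEM) pre-incubated 2 h, then treated with compounds 18-24 h at 37C/5% CO2 in concentration-response. CellTiter-Fluor viability read first; BugLite luciferase luminescence after 15 min at room temperature gives Nrf2 activity.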
# HepG2 tox: counter-screen for TGF-b inhibitors: cytotoxicity in HepG2 cells; HepG2 CAGA-GFP viability, ATP luminescence, 18 h; Potency, µM (series often up to 46.1 µM), for the others: at the top dose activity change, negative = cytotoxicity, most hits filed as cytotoxic; hit rate 0.76% among 410,000; AID 588856; note: some results filed as inactive show a strong effect at the top dose
#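 CellTiter-Glo luminescence gave cytotoxicity after 18 hours at 37 degrees C. The cells were HepG2 CAGA-GFP in 1% FBS DMEM, stimulated with 500 pg/mL TGF-beta after compound addition. %Activity was normalised to no-cell wells (complete cell-killing) and DMSO (no toxicity), and curves were fitted and classified.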
# Nrf2 ARE act: activators of Nrf2 (ARE) signaling; AREc32 ARE-luciferase reporter (MCF7-derived line), luminescence, 24 h; Potency, µM (series often up to 46.1 µM), inactives show at the highest dose activation, most hits filed as activators; AID 624171; hit rate 0.31% among 410,000; note: % of control where 0% means no effect; nearly all actives have a fitted effect of over 65% in size
#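 Steps: seed AREc32_Fluc cells (1000/well, 5% FBS OPTI-MEM); incubate overnight at 37 deg C; add 23 nL compound; incubate 24 hr; add Steady-Glo; hold 30 min RT; read luminescence.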
# ATXN2 expr inh: ATXN2 expression inhibition; HEK-293 ATXN2-luciferase reporter, luminescence, 24 h; Potency, µM (doses to about 57 µM), inactives show at the highest dose activity change, negative = inhibition, actives largely listed as inhibitors; hit rate 0.72% among 360,000; AID 1745845; note: % is set by controls: 0 for no effect and ±100 for the full control effect; nearly all actives have a fitted effect of over 55% in size
#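 ATXN2-luciferase reporter cells (luciferase flanked by upstream and downstream ATXN2 gene portions) were treated 24 h at 37 °C with compounds at up to 57 uM. SteadyGlo luminescence gave expression; GF-AFC fluorescence gave viability.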
# EPAC2 antagonist: antagonists of human EPAC2 | Q8WZA2 | EPAC2 GEF exchange of Rap1B-BODIPY-GDP, fluorescence | hit rate 0.18% among 360,000 | Potency, µM (titrated, usually from 114 µM), without a hit: at the top dose activity, negative = inhibition, hits mostly inhibitors; note: % is set by controls: 0 for no effect and ±100 for the full control effect; nearly all actives have a fitted effect of over 45% in size; many of its hits are not listed in these tables
# Target sequence (Q8WZA2 whole entry, looked up): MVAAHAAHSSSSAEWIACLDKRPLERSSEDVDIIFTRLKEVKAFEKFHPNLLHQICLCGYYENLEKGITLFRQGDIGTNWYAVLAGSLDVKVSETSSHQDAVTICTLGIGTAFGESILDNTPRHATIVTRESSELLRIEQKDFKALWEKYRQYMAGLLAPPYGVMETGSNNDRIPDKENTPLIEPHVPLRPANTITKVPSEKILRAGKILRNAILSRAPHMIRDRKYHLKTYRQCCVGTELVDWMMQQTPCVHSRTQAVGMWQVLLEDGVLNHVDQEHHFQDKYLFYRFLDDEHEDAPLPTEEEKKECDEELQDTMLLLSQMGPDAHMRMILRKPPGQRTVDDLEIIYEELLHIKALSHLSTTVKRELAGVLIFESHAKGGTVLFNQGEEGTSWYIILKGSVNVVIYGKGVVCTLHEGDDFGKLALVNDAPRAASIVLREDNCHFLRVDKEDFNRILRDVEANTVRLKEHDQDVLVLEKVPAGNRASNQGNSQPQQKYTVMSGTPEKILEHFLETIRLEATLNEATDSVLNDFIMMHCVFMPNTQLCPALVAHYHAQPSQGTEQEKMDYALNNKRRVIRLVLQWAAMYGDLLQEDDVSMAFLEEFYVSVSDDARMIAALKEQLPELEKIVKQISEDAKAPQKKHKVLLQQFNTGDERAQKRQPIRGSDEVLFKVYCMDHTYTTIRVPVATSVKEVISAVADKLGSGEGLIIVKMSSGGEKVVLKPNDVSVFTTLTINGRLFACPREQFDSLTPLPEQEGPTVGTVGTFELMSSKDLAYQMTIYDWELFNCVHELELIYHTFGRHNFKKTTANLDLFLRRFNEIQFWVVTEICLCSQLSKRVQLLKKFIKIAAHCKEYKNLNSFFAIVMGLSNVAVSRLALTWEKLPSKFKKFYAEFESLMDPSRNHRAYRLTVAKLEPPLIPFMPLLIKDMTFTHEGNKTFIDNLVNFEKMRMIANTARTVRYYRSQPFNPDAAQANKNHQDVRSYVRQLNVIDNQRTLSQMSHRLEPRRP
# A549 viability: A549 cytotoxicity, counter-screen for Nrf2 inhibitors; A549 ARE-Fluc cells, CellTiter-Fluor viability, 18-24 h; Potency, µM (series often up to 46 µM), for the others: at the highest dose activity change, negative = cytotoxicity, actives largely listed as inhibitors; hit rate 0.16% among 390,000; note: % is set by controls: 0 for no effect and ±100 for the full control effect
#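 A549 ARE-Fluc cells in 5% FBS OPTI-MEM, 5000 cells/well, rested 2 h then exposed to compounds in concentration-response for 18-24 h at 37 °C. Viability by CellTiter-Fluor fluorescence (Ex 405/Em 525) after 30 min; luciferase luminescence (BugLite, 15 min, RT) read afterwards.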
# An asterisk follows results filed as active; i = inactive; u = inconclusive; x = no result given; & = joins results of further samples; [ ] = dose if it differs, or a comment. Calls come from the whole dose curve; as a rule, active = well fitted curve in the direction sought with a large enough effect; inconclusive = small, poorly fitted or top-dose-only effect, or another doubt; inactive = no such curve, though single readings can be large; an effect the other way counts as inactive or inconclusive. Potency is the fitted concentration of half-maximal effect.
[1] CS(=O)(=O)c1ncc(Cl)c(C(=O)N(Cc2ccc(Cl)cc2)Cc2ccco2)n1
[2] Cc1ccc(S(=O)(=O)N2[C@@H](c3ccc(F)cc3)C(C(=O)O)=CC[C@H]2c2cccc(Cl)c2)cc1
[3] COCCn1ccc2c(OCC(=O)NCCc3ccc(OC)c(OC)c3)cccc2c1=O
[4] Cc1cccc(C)c1-n1c(=O)n(Cc2ccccc2)c(=O)c2[nH]cnc21
[5] COc1ccc2c(-c3ccccc3)cc(SCC(N)=O)nc2c1
[6] CCOc1ccc(N2CC(C(=O)Nc3ccc(S(=O)(=O)Nc4ncccn4)cc3)CC2=O)cc1 (configuration not stated)
[7] CN(C(=O)CSc1nnc(-c2ccccc2)n1C)C1CCS(=O)(=O)C1 (configuration not stated)
[8] NC(=O)C(NC(=O)OCc1ccccc1)c1ccccc1 (configuration not stated)

Assay by compound	1	2	3	4	5	6	7	8
ATXN viability	x	i	i	u	i	i	i	i
Nrf2 ARE act	-4.3%	-1.0%	0.0%	-0.1%	-0.3%	2.5%	-0.7%	-0.7%
A549 viability	u	-19%	-6%	0%	0%	-1%	-2%	-1%
HepG2 tox	3.2µM*	-7%	3%	4%	-9%	-1%	0%	8%
Nrf2 block	23µM*	u	0%	-8%	u	x	4%	9%
EPAC2 antagonist	x	-13%	-3%	9%	-4%	-4%	5%	3%
TGFb inhibitor	5µM*	-8%	-7%	11%	-1%	61%[activator]	0%	5%
MCF10A rerep	x	-1%	-2%	0%	u	14%	1%	-12%
ATXN2 expr inh	5.6µM*	6%	-1%	-2%	-25%	-1%	-3%	14%

# 2 records drawn at random from those above, as already listed:
[5] COc1ccc2c(-c3ccccc3)cc(SCC(N)=O)nc2c1
[3] COCCn1ccc2c(OCC(=O)NCCc3ccc(OC)c(OC)c3)cccc2c1=O

Assay by compound	5	3
ATXN viability	i	i
Nrf2 ARE act	-0.3%	0.0%
A549 viability	0%	-6%
HepG2 tox	-9%	3%
Nrf2 block	u	0%
EPAC2 antagonist	-4%	-3%
TGFb inhibitor	-1%	-7%
MCF10A rerep	u	-2%
ATXN2 expr inh	-25%	-1%

# (next part)
[9] Cc1ccc(S(=O)(=O)N2CCN(S(=O)(=O)c3ccccc3)C2c2ccc(N(C)C)cc2)cc1 (configuration not stated)
[10] O=C(NCc1ccc(N2CCCC2=O)cc1)Nc1cccc2ccccc12
[11] COc1ccccc1N(CC(=O)Nc1cc(S(=O)(=O)N(C)C)ccc1C)S(=O)(=O)c1cccs1
[12] CCn1c(COc2ccc(=O)n(-c3ccccc3)n2)nnc1SCc1cccc(OC)c1
[13] O=S(=O)(Nc1ccc(-c2ccc(N3CCOCC3)nn2)cc1)c1ccc(Cl)c(Cl)c1
[14] N/C(=N\OC(=O)COc1ccc2ccccc2c1)c1ccccn1
[15] COc1ccc(S(=O)(=O)NC2CCN(Cc3ccccc3)CC2)cc1NC(C)=O
[16] COCCN1C(=O)CCC1(C)c1nnnn1-c1ccc2c(c1)OCCO2 (configuration not stated)

Assay by compound	9	10	11	12	13	14	15	16
ATXN viability	i	i	u	i	i	i	i	i
Nrf2 ARE act	0.3%	-0.1%	0.3%	0.1%	0.2%	-0.3%	-0.4%	-0.4%
A549 viability	5%	-11%	-1%	-13%	-20%	-2%	4%	x
HepG2 tox	-4%	-2%	-9%	-25%	0%	-16%	-5%	x
Nrf2 block	-11%	-4%	2%	0%	u	u	11%	x
EPAC2 antagonist	0%	5%	1%	4%[57.1 µM]	-29%	-8%	0%	5%
TGFb inhibitor	-1%	-5%	2%	-9%	u	13%	2%	x
MCF10A rerep	6%	10%	3%	0%	12%	-2%	1%	x
ATXN2 expr inh	-11%	-11%	10%	2%	-33%	41%[activator]	-3%	19%

# Copied from above: nos. 9–10
[9] Cc1ccc(S(=O)(=O)N2CCN(S(=O)(=O)c3ccccc3)C2c2ccc(N(C)C)cc2)cc1 (configuration not stated)
[10] O=C(NCc1ccc(N2CCCC2=O)cc1)Nc1cccc2ccccc12

Assay by compound	9	10
ATXN viability	i	i
Nrf2 ARE act	0.3%	-0.1%
A549 viability	5%	-11%
HepG2 tox	-4%	-2%
Nrf2 block	-11%	-4%
EPAC2 antagonist	0%	5%
TGFb inhibitor	-1%	-5%
MCF10A rerep	6%	10%
ATXN2 expr inh	-11%	-11%

# Other entries:
[17] CCn1c(SCC(=O)N/N=C/c2ccccc2OCC(=O)O)nnc1-c1ccc(OC)cc1
[18] COCCn1c(SCC(=O)N2CC(=O)Nc3ccccc32)nnc1-c1ccoc1C
[19] COc1ccc(CNC(=O)C(C)n2ccc3cc(S(=O)(=O)N4CCCCCC4)ccc32)cc1 (configuration not stated)
[20] COC(=O)C(C)Sc1ncnc2c1c(-c1ccccc1)cn2-c1ccc(OC)cc1 (configuration not stated)
[21] CCOc1cc(NS(=O)(=O)c2ccccc2)c(OCC)cc1NC(=O)c1ccco1
[22] O=C1Nc2cc(Cl)c(Cl)cc2N(O)N1c1ccc(Cl)c(Cl)c1
[23] Cc1ccc(C(=O)Cc2ccccc2)o1
[24] CCOc1ccc(NS(=O)(=O)c2ccc(C(=O)N3CCN(C(C)=O)CC3)cc2)cc1

Assay by compound	17	18	19	20	21	22	23	24
ATXN viability	i	i	u	i	i	i	i	i
Nrf2 ARE act	0.1%	-0.2%	-0.5%	-0.4%	1.0%	-0.8%	4.1%	2.8%
A549 viability	-2%	12%	-8%	-2%	2%	-3%	1%	-9%
HepG2 tox	-7%	0%	-10%	-3%	4%	-19%	-10%	6%
Nrf2 block	-4%	3%	-2%	10%	u	-5%	2%	-18%
EPAC2 antagonist	-15%	-2%	-1%	1%	16%[57.1 µM]	1%	0%	1%
TGFb inhibitor	-16%	-2%	-17%	-28%	0%	1%	-17%	0%
MCF10A rerep	4%	10%	u	9%	10%	-5%	1%	10%
ATXN2 expr inh	13%	3%	-17%	-6%	-8%	-3%	3%	11%

# Next part; the last 4 above are carried over.
[21] CCOc1cc(NS(=O)(=O)c2ccccc2)c(OCC)cc1NC(=O)c1ccco1
[22] O=C1Nc2cc(Cl)c(Cl)cc2N(O)N1c1ccc(Cl)c(Cl)c1
[23] Cc1ccc(C(=O)Cc2ccccc2)o1
[24] CCOc1ccc(NS(=O)(=O)c2ccc(C(=O)N3CCN(C(C)=O)CC3)cc2)cc1
[25] Cc1cc([N+](=O)[O-])ccc1NC(=O)CN1CCN(Cc2ccccc2)CC1
[26] Fc1ccc(NC(=S)NC2CCN(Cc3ccccc3)CC2)cc1
[27] CCOC(=O)c1cc(NC(=O)c2cccnc2)ccc1N1CCOCC1
[28] NC(=O)c1ccc(NC(=O)C2CCCC2)cc1
[29] CC(=O)N1CCN(CC(=O)c2ccc(Br)cc2)CC1
[30] CC(=O)N[C@H]1[C@H](OCc2ccccc2F)O[C@H](COC(C)=O)[C@@H](OC(C)=O)[C@@H]1OC(C)=O
[31] Cc1cc(C)n(-c2nc(NCCO)c3c4c(sc3n2)CCCC4)n1
[32] COc1cc(/C=N/n2nnnc2N)ccc1O

Assay by compound	21	22	23	24	25	26	27	28	29	30	31	32
ATXN viability	i	i	i	i	i	i	i	i	i	i	u	i
Nrf2 ARE act	1.0%	-0.8%	4.1%	2.8%	2.4%	-0.4%	0.3%	0.2%	0.8%	-0.6%	1.6%	0.1%
A549 viability	2%	-3%	1%	-9%	-3%	0%	-2%	-7%	-1%	-1%	-16%	-21%
HepG2 tox	4%	-19%	-10%	6%	-7%	4%	2%	7%	-13%	-4%	5%	-20%
Nrf2 block	u	-5%	2%	-18%	-8%	-1%	1%	1%	2%	1%	x	-2%
EPAC2 antagonist	16%[57.1 µM]	1%	0%	1%	-2%	-6%	1%	2%	8%	5%	1%	-1%[57.1 µM]
TGFb inhibitor	0%	1%	-17%	0%	-5%	-6%	-6%	-11%	-19%	-5%	u	4%
MCF10A rerep	10%	-5%	1%	10%	28%	17%	-7%	u	u	11%	11%	0%
ATXN2 expr inh	-8%	-3%	3%	11%	-6%	x	-25%	5%	21%	0%	-17%	-3%

[33] CC(=O)Nc1ccc(N(C)S(C)(=O)=O)cc1
[34] CCCCNC(=O)C1(C)CCCCN1C(=O)c1cncc(Br)c1 (configuration not stated)
[35] CCc1ccc(CNC(=O)Cc2c(C(=O)O)c(C)cn2C)cc1
[36] COc1ccc(NC(=O)Nc2c[nH]c(=O)[nH]c2=O)cc1
[37] CCCC(=O)C1=C(N(C)c2ccccc2)CC(C)(C)C(C(=O)OC)C1=O (configuration not stated)
[38] COc1ccc(C)cc1NC(=O)N1CCN(c2nnc(C)c3c(C)n(-c4ccccc4)nc23)CC1
[39] Cc1cccc(N2CCN(C(=O)Cn3nc(C)n4cccc4c3=O)CC2C)c1 (configuration not stated)
[40] O=C(c1cccc(N2CCNC2=O)c1)N1CCCC(Nc2cccc(F)c2)C1 (configuration not stated)
[41] O=C1/C(=C/c2ccccc2Cl)SC(=S)N1CCC(=O)N1CCCCC1CCO (configuration not stated)
[42] CC(C)Cc1nnc(NC(=O)CSc2ncn[nH]2)s1

Assay by compound	33	34	35	36	37	38	39	40	41	42
ATXN viability	i	i	i	i	i	i	i	i	u	i
Nrf2 ARE act	0.3%	0.6%	2.6%	-0.5%	-0.4%	-1.0%	-2.5%&-0.9%	0.1%	13%	0.0%
A549 viability	-3%	x	3%	2%	1%	-2%	-2%&-2%	-9%	1%	22%
HepG2 tox	-1%	-5%	1%	4%	1%	-5%	-1%&1%	-28%	-26%	9%
Nrf2 block	-7%	x	x	6%	x	19%	u	7%	-1%	x
EPAC2 antagonist	-3%	1%	x	8%	10%	x	15%	12%	-2%	9%
TGFb inhibitor	13%	9%	-13%	21%	-6%	0%	9%&35%	-16%	u	-4%
MCF10A rerep	11%	x	x	-2%	0%	x	u	u	0%	-19%
ATXN2 expr inh	0%	-1%	-1%	-2%	-10%	-6%	5%	6%	x	10%

# Shown as a hit in TGFb inhibitor, among the entries above:
item	SMILES	EPAC2 antagonist	TGFb inhibitor
1	CS(=O)(=O)c1ncc(Cl)c(C(=O)N(Cc2ccc(Cl)cc2)Cc2ccco2)n1	x	5µM*

# Screening data deposited in PubChem by National Center for Advancing Translational Sciences (NCATS).

# Only part of the results is shown; rates above refer to the full screens.
